Bioassay records deposited in PubChem by National Center for Advancing Translational Sciences (NCATS).
Luciferase inh: inhibitors of firefly luciferase; P08659; purified firefly luciferase, luminescence, 8 min; Potency, µM (top dose mostly 57.1 µM), for the others: at the top dose activity change, negative = inhibition, actives largely listed as inhibitors; hit rate 2.2% among 72,000; AID 411; further: potency means the concentration at half of the fitted maximal effect; on the % scale 0 is the no-effect control and ±100 the full control effect; nearly all actives have a fitted effect of over 40% in size
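Luminescence read-out after 8 min at room temperature; enzyme reaction used luciferin plus 10 uM ATP (linear range) in imidazole buffer pH 7.2 with KCl, MgCl2, Tween 20 and BSA. Each sample was run as a titration.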
Casp1 inh: caspase-1 (human) inhibition, allosteric or competitive; P29466; Caspase-1 enzyme, Ac-WEHD-AFC fluorogenic rate; Potency, µM (doses to about 57.5 µM), without a hit: at the top dose activity change, negative = inhibition, hits mostly inhibitors; hit rate 0.03% among 75,000;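 further: potency means the concentration at half of the fitted maximal effect; plate controls were vehicle for no effect and no substrate for full effect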
HEK293 cAMP cs: parental HEK293 cAMP activation (counter-screen). parental HEK293 CNG cAMP sensor, membrane potential fluorescence. Potency, µM (series often up to 57.1 µM), for the others: at the top dose activation, hits mostly activators. hit rate 2.5% among 73,000; further: potency means the concentration at half of the fitted maximal effect; % of control where 0% means no effect; nearly all actives have a fitted effect of over 55% in size
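Counterscreen for endogenous-receptor signalling: CNG-channel HEK 293 cells report cAMP rise by membrane depolarization. After 60 min dye equilibration with 100 uM RO 20-1724, compounds incubated 30 min before bottom-read fluorescence at 590 nm.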
A350 autofl: compounds fluorescent in Alexa 350 spectral region | Compound autofluorescence, 340/450 nm, Alexa 350 dye-equivalents; stronger effect = higher value | max dye-equivalent concentration, M | hit rate 11% among 59,000 | AID 590; in the data active means max dye-equivalent concentration above about 10 nM; inconclusive means mostly about 1.1 nM to 9.6 nM
Casp7 inh: blocks human caspase-7 allosterically or competitively; Potency, µM (top dose mostly 57.5 µM), without a hit: at the top dose activity change, negative = inhibition, hits mostly inhibitors; recombinant caspase-7, Ac-DEVD-AFC fluorescence rate; P55210; hit rate 0.02% among 75,000; active means well fitted inhibition curve with a large enough effect in the main read-out, with a control signal flat, not every such curve was filed as active; inconclusive means small, poorly fitted or top-dose-only effect, or a change in a side signal; further: potency means the concentration at half of the fitted maximal effect; % of control where 0% means no effect
Fluorescein fluor: compound autofluorescence in fluorescein spectral region; Compound autofluorescence, 480/540 nm, fluorescein-equivalent; stronger effect = higher value; max fluorescein-equivalent concentration, M; hit rate 0.91% among 59,000; in the data active means max fluorescein-equivalent concentration above about 10 nM; inconclusive means between about 1.1 nM and that limit
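Tris 100 mM pH 8.0; 15 min RT; CCD read, ex 480/em 540 nm. Output: fluorescein-equivalent concentration per compound concentration, from six-point dye series on each plate.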
Tau filament bind: tau filament binding; P10636; recombinant tau filaments, thioflavin S fluorescence, 15 h; filaments grown with octadecylsulfate alongside compound; Potency, µM (series often up to 57.1 µM), without a hit: at the top dose activity change, negative = inhibition; hit rate 2% among 71,000;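 further: potency means the concentration at half of the fitted maximal effect; on the % scale 0 is the no-effect control and ±100 the full control effect; actives lower thioflavin S fluorescence by blocking filaments or displacing dye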
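His-tagged recombinant human tau (exons 2, 3 and 10 included), 1 uM, was induced to fibrillize by 30 uM sodium octadecylsulfate with compound present. After 15 h at 37 C, thioflavine S fluorescence (ex 450, em 510 nm) was read.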
Texas Red fluor: Texas Red region autofluorescence; max dye-equivalent concentration, M; hit rate 0.06% among 59,000; AID 587; Compound fluorescence, Texas Red channel, 547/618 nm; stronger effect = higher value; in the data active means max dye-equivalent concentration above about 10 nM; inconclusive means between about 1.1 nM and that limit
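Pin-transferred compounds and Texas Red standards go into 100 mM Tris buffer, pH 8.0. After 15 min at room temperature, plates are imaged with 547/618 nm filters. Each value is a dye-equivalent concentration derived from the per-plate dye curve.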
ERK AVP block: vasopressin-driven ERK pathway inhibition; AID 995; hit rate 0.99% among 72,000; Potency, µM (doses to about 57.5 µM), without a hit: at the top dose activity, negative = inhibition, usual class: inhibitors; HEK293-V1b, vasopressin-stimulated pERK AlphaScreen; further: potency means the concentration at half of the fitted maximal effect; on the % scale 0 is the no-effect control and ±100 the full control effect; nearly all actives have a fitted effect of over 55% in size
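HEK293 cells stably expressing V1b receptor, seeded overnight in 1% FBS, were treated with compounds for 30 min at 37C, then stimulated 5 min with 25 nM vasopressin; phospho-ERK read by AlphaScreen SureFire after lysis.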
Rhodamine autofl: compound autofluorescence in rhodamine spectral region; Rhodamine-region fluorescence, 547/598 nm, Tris buffer; stronger effect = higher value; max dye-equivalent concentration, M; hit rate 0.05% among 59,000; AID 594; in the data active means max dye-equivalent concentration above about 11 nM; inconclusive means between about 1.1 nM and that limit
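qHTS spectral profiling of compounds without any target or enzyme present, in pH 8.0 Tris buffer; plates were read after a 15-minute room-temperature incubation using the rhodamine-region filter set.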
4MU fluor: 4-MU region autofluorescence; compound autofluorescence, 340/450 nm, 4-MU equivalents; stronger effect = higher value; max dye-equivalent concentration, M; hit rate 11% among 59,000; in the data active means max dye-equivalent concentration above about 10 nM; inconclusive means mostly about 1.1 nM to 9.6 nM
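Compounds in 100 mM Tris, pH 8.0, sat 15 min at room temperature before fluorescence was read at 340 nm excitation/450 nm emission; a per-plate six-point 4-MU standard curve converted signals to dye-equivalent concentration at each compound concentration.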
The depositor's hits bear a star; i = inactive; ? = inconclusive; / = no result given; & = joins results of further samples; [ ] = remark or other dose. Unless noted, the call rests on the fitted dose curve; in most records, active means well fitted curve in the direction sought with a large enough effect; inconclusive means small, poorly fitted or top-dose-only effect, or another doubt; inactive means no such curve, though single readings can be large; an effect the other way counts as inactive or inconclusive. These rows are one share of the data, so the mix of outcomes need not match the whole.

canonical_smiles,Luciferase inh,Casp1 inh,HEK293 cAMP cs,A350 autofl,Casp7 inh,Fluorescein fluor,Tau filament bind,Texas Red fluor,ERK AVP block,Rhodamine autofl,4MU fluor
CCOC(=O)COn1c(=O)c(-c2ccc(OC)c(OC)c2)[n+]([O-])c2ccccc21,-2%[25.5 µM],/,/,?,/,i,/,?,/,i,?
Cc1cc(NC2C3CC4CC(C3)CC2C4)n2ncnc2n1 (stereo not given),0%,-1%,22%,i,1%,i,10%,i,12%,i,i
CS(=O)(=O)c1ccc(CNC(=O)[C@@H]2C[C@H]2[C@@H](NP(=O)(c2ccccc2)c2ccccc2)c2ccccc2)cc1,/,0%,?,/,0%,/,1%,/,-5%,/,/
CCOC(=O)[C@H](N)/C=C(\C)CP(=O)(O)O,4%,3%,1%,/,-1%,/,-26%,/,0%,/,/
O=C(CSc1nnc(-c2cccnc2)n1Cc1ccco1)Nc1nc(-c2ccc(F)cc2)cs1,-11%,-5%,26%,i,-2%,i,76%,i,?,i,i
CCCc1nc2ccccc2c(=O)n1/N=C/c1c(C)[nH]n(-c2ccc(C)cc2)c1=O,1%,1%,1%,i,0%,i,6%,i,10%,i,i
CC1(C)C(=O)N(CCN2CCC(C(=O)c3ccc(F)cc3)CC2)c2ccccc21,-10%,-1%,0%,i,0%,?,-1%,?,-19%,i,i
Clc1cc2c(c(Cn3cnc4ccccc43)c1)OCOC2,0%,2%,?,i,-2%,i,9%,i,-26%,i,i
Cc1oc(-c2ccc(Cl)cc2)nc1CN1CCCC(C(=O)N2CCc3ccccc32)C1 (stereo not given),2%,1%,10%,i,1%,i,7%,i,15%,i,i
Cc1cccc(C(=O)OCc2cc3ccccc3[nH]c2=O)c1,0%,-5%,27%,i,-2%,i,98%,i,-25%,i,i
CC(=O)NC(c1ccccc1)c1nc2ccccc2[nH]1 (stereo not given),-1%,1%,2%,i,0%,?,-3%,i,1%,i,i
Clc1ccc(-n2ncc3c(NCCCn4ccnc4)ncnc32)cc1,-7%[25.5 µM],/,/,i,/,i,/,i,/,i,i
COc1c[nH]n(C2CCCCC2)c(=O)c1=O,0%,-5%,6%,/,-1%,/,2%,/,-16%,/,/
COc1ccc(OC)c(NC(=O)Cc2nn(C)c(=O)c3ccccc23)c1,1%,0%,3%,i,-6%,?,10%,i,13%,i,i
CCOC(=O)c1[nH]c(C)c(C(=O)NCc2ccc(C)cc2)c1C,-2%,-2%,0%,/,-1%,/,104%,/,-20%,/,/
CC(C)(C=O)Cc1cc(C(C)(C)C)c(O)c(C(C)(C)C)c1,2%&-7%,1%,?,i,-3%,?,10%&-13%,i,12%,i,i
COc1ccc(CNC(=O)c2c(C)cc(=O)oc2C)cc1OC,0%[25.5 µM],/,/,?,/,?,/,i,/,i,i
O=C(CSc1nnc2scc(-c3ccc(F)cc3)n12)NCc1ccco1,2%,-1%,2%,i,1%,i,6%,i,-21%,i,i
CC(=O)Nc1cccc(-c2nc3ccccc3c(=O)o2)c1,-6%,-1%,-12%,i,-1%,i,12%,i,-11%,i,i
O=C(CSC1=NCCS1)N1CCOCC1,-4%,3%,-10%,i,-1%,?,0%,i,-6%,i,i
COc1ccc(-n2nnc3c(=O)n(Cc4cccc(C)c4)cnc32)cc1,0%,0%,25µM*,?,0%,i,58%,?,5%,i,i
CCOC(=O)C1CCN(C(=O)Nc2ccc(Cl)cc2Cl)CC1,-1%,-1%,0%,i,-1%,?,5%,i,13%,i,i
COc1ccc(N2C(=O)C3CCCN3C2c2cccc(OC)c2)cc1 (stereo not given),-1%,-5%,-3%,/,0%,/,-5%,/,-4%,/,/
CCn1c(C)nc2cc(C(=O)n3cc(C(=O)c4cc(F)ccc4O)cn3)ccc21,2%,-2%,-6%,1.6e-08M*,0%,i,0%,i,5%,i,?
O=C(c1ccc(CNc2c(N3CCOCC3)c(=O)c2=O)cc1)N1CC=C(c2ccccc2)CC1,0%,-6%,-9%,/,-3%,/,23%,/,-24%,/,/
COc1ccc(C(=O)CSc2nnc(-c3ccco3)n2C)cc1,-4%,0%,?,i,-1%,i,0%,?,-22%,i,i
CCCCOCC(O)CN1CCN(C(C)=O)CC1 (stereo not given),3%,-1%,4%,i,1%,i,3%,i,-4%,i,i
CCC(C)N(CCNC(=O)CC1Oc2ccc(C)cc2NC1=O)C1CCCCC1 (stereo not given),0%,5%,-4%,/,-1%,/,-23%,/,-14%,/,/
CCCC[C@@H]1C[C@H]1C(NC(=O)c1ccccc1)c1ccc(C(F)(F)F)cc1 (stereo not given in full),/,0%,3.2µM*,/,0%,/,-5%,/,-6%,/,/
COC(=O)c1ccc(Oc2nc(C)cc(Oc3ccccc3)n2)cc1,3%,-3%,17%,i,0%,i,11%,i,29%,i,i
CCOC(=O)c1cnc2c(C(=O)OC)cccc2c1NCCN1CCOCC1,2%,-4%,-3%,2e-08M*,-6%,i,-15%,i,-21%,i,1.9e-08M*
Cc1cccc(N2CCN(CC(=O)NCC3CCCCC3)CC2)c1C,1%,-1%,?,i,-8%,?,-5%,i,25µM*,i,i
O=C(CSc1nnc(-c2ccccc2)o1)NC1CCCCC1,5%,1%,3%,i,1%,i,5%,i,0%,i,i
Cc1ccccc1Cn1c(=O)c2c(nc3n2CCN3Cc2ccco2)n(C)c1=O,3%,-2%,4%,i,-1%,i,2%,i,-13%,i,i
CCCN(CCC)c1ncnc2c1cnn2-c1ccc(OC)cc1,16µM*,-2%,18%,i,-2%,i,14%,i,6%,i,i
CCOC(=O)Cc1csc(NC(=O)CSc2ncnc3c2cnn3-c2ccc(OC)cc2)n1,-25%,-7%,?,1.5e-08M*,-2%,i,-5%,i,5µM*,i,1.7e-08M*
CC(NC(=O)Nc1ccccc1O)(C(F)(F)F)C(F)(F)F,0%,-3%,-6%,i,-3%,?,-16%,i,-28%,i,i
O=C(Nc1cccc(F)c1)N1CC[C@@]2(CCCN(C(=O)c3cccc(F)c3)C2)C1,2%[11.4 µM],0%,?,i,-4%,i,9%,i,19%,i,i
CCOC(=O)C1CCCN(C(=O)c2ccc(CS(=O)(=O)c3ccc(Br)cc3)o2)C1 (stereo not given),4%,2%,24%,/,-2%,/,-8%,/,-4%,/,/
CCCC(=O)N(Cc1cc2cccc(C)c2[nH]c1=O)c1ccccc1OC,2%,-3%,?,i,-15%,i,-9%,i,-11%,i,i
CS(=O)(=O)N(CC(=O)NCC1CCCO1)c1ccc(Cl)c(Cl)c1 (stereo not given),2%,1%,5%[11.4 µM],/,0%,/,2%[11.4 µM],/,-17%,/,/
CC(NS(=O)(=O)c1ccccc1)C(c1cccs1)N1CCN(C)CC1 (stereo not given),2%,1%,7%,?,0%,?,6%,i,1%,i,i
Cc1cnc(C(=O)Nc2nnc(C)s2)cn1,-1%,1%,-2%,i,-1%,i,-1%,?,8%,i,i
CC(C)CCSc1nc2c(c(=O)[nH]c(=O)n2C)n1CCCc1ccccc1,1%,-5%,4%,/,-4%,/,136%,/,/,/,/
COC(=O)CSc1nnc(SCc2ccc(OC)cc2)s1,-11%,0%,-6%,?,0%,i,2%,i,6%,i,i
CCOC(=O)C1=C(N)Oc2cc(O)ccc2C1c1cccnc1 (stereo not given),1%,-3%,?,i,-1%,i,-5%,i,-6%[11.5 µM],i,i
CCn1cc(C(=O)NC2CCCCC2C)c(=O)c2ccc(C)nc21 (stereo not given),1%,0%,?,?,-1%,i,12%,i,24%,i,i
CN(C)c1cccc(C(=O)NCC2CCCO2)c1 (stereo not given),3%,2%,?,/,-2%,/,0%,/,-5%,/,/
O=C(CN1CCOCC1)NCc1ccccc1,3%,2%,7%,?,-3%,i,-4%,?,-2%,i,?
Cn1c(=O)c2c(nc(CN3CCN(c4ccccc4)CC3)n2Cc2ccccc2F)n(C)c1=O,2%,0%,16%,i,-1%,?,-11%,?,-1%,i,i
CCC(C)NC(=O)CSc1nc2ccc(N3CCOCC3)cc2c(=O)n1CCc1ccccc1 (stereo not given),1%,-4%,?,1.2e-08M*,-3%,?,-10%,i,-15%,i,?
CCCn1c(SCC(=O)N2CCc3ccccc32)nnc1-c1ccncc1,5%,-1%,4%,i,0%,i,12%,i,-4%,i,i
COc1ccc(NC(=O)CSC2CCCCC2)cc1,1%,0%,0%,i,-1%,?,6%,i,-5%,i,i
COc1cc(SC)ccc1C(=O)NC1CCCCC1,-5%,-1%,0%[11.4 µM],/,1%,/,-5%[11.4 µM],/,3%,/,/
COc1ccc(C(=O)Cn2nnc(-c3ccc(N4CCOCC4)cc3)n2)cc1OC,10µM*,-3%,-4%,i,2%,i,3%,?,-22%,i,i
CCOC(=O)c1nnn(-c2nonc2-c2ccccc2)c1C,3%,1%,14%,i,-2%,i,-2%,i,15%,i,i
Cc1cc(C)n2c(Br)c(CSc3nc4ccccc4o3)nc2n1,-2%,-2%,40%,2.9e-08M*,-2%,?,24%,i,?,i,3e-08M*
